Screens deposited in PubChem BioAssay by National Center for Advancing Translational Sciences (NCATS).
TCR activator = activates T cell receptor signaling; primary human leukocytes, anti-CD3, IL-2 HTRF, 48 h; Potency, µM (top dose mostly 9.22 µM), without a hit: at the top dose activation of IL-2 secretion, hits mostly activators; 330,000 tested, under 10 active; AID 504894; also: % of control where 0% means no effect
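Readout: HTRF IL-2, Eu-cryptate/d2 antibody pair, 320nm excitation, 665nm emission. Stimulus: a-CD3 beads, no co-stimulation. Cells: primary human leukocytes. Exposure: 48 hr with compound.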
Integrin act MD = activates integrin-mediated alleviation for muscular dystrophy | actives 0.064% (n = 350,000) | Potency, µM (series often up to 38.3 µM), without a hit: top-dose activation, most hits filed as activators | alpha7betagal myoblasts, beta-gal FDG fluorescence, 48 h;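 also: potency is read from the fitted curve at half-maximal effect; 100% = response of the positive control SU9516; nearly all actives have a fitted effect of over 60% in size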
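alpha7betagal+/- myoblasts (passage 13, 250/well) treated 48 h at 37C with compounds at 1:260 dilution of DMSO stock. Lysed, then beta-galactosidase activity read as FDG fluorescence (ex 480/em 540) after 30 min, with pre-read for autofluorescence.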
PTAP TSG101 blk = blocks PTAP/TSG101 interaction to inhibit HIV-1 budding. AID 493005. 340,000 tested, under 10 active. Fluorescence polarization, FITC-PTAP peptide / Tsg101 binding. Potency, µM (series often up to 115 µM), inactives show top-dose activity change, negative = inhibition, hits mostly inhibitors. Q99816; active = well fitted inhibition curve with a large enough effect in the main read-out, with a control signal flat, not every such curve was filed as active; inconclusive = small, poorly fitted or top-dose-only effect, or effect the other way, or a change in a side signal; inactive = no such curve, though single readings can be large or run the other way; also: potency is read from the fitted curve at half-maximal effect; % of control where 0% means no effect
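FP read-out: FITC-PTAP peptide, 50 nM final, binding Tsg101 binding domain, 10 uM final; 20 min, r.t.; 10 mM HEPES pH 7.5, 0.15 M NaCl, 0.01% Tween 20, 3 mM EDTA, 0.1 mM TCEP.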
TSHR antagonist = blocks TSH signaling through the human TSH receptor | TSHR-expressing cells, TSH-stimulated cAMP HTRF, 2 h; active compounds read low | activity change, negative = inhibition, % at 11.5 µM | actives 0.2% (n = 330,000) | AID 504810;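 active = activity change below a set negative limit, meaning inhibition stronger than a set level, cut at about -70% in these data; inconclusive = activity change between two set negative limits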; also: % is scaled to controls: 0 for no effect and ±100 for the full control effect
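Cell-based HTRF cAMP assay; TSHR cells + compound, TSH EC80 (4nM final), 2 h, 37 deg C. Lysis with anti-cAMP cryptate and cAMP-d2, 30 min RT, read 665/620 nm.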
Menin MLL FP TR = inhibitors of human menin-MLL interaction, mutant MLL peptide; O00255; Menin + Texas Red MLL mutant peptide, fluorescence polarization; Potency, µM (titrated, usually from 61.6 µM), for the others: at the highest dose FP activity change, negative = inhibition, actives largely listed as inhibitors; actives 0.23% (n = 270,000); AID 1768; active = well fitted inhibition curve with a large enough effect in the polarisation, with a control signal flat, not every such curve was filed as active; inconclusive = small, poorly fitted or top-dose-only effect, or effect the other way, or a change in a side signal; inactive = no such curve, though single readings can be large or run the other way; the % refers to the polarisation; also: potency is read from the fitted curve at half-maximal effect; % of control where 0% means no effect; many of its hits are not listed in these tables
Target sequence (O00255 whole entry, looked up): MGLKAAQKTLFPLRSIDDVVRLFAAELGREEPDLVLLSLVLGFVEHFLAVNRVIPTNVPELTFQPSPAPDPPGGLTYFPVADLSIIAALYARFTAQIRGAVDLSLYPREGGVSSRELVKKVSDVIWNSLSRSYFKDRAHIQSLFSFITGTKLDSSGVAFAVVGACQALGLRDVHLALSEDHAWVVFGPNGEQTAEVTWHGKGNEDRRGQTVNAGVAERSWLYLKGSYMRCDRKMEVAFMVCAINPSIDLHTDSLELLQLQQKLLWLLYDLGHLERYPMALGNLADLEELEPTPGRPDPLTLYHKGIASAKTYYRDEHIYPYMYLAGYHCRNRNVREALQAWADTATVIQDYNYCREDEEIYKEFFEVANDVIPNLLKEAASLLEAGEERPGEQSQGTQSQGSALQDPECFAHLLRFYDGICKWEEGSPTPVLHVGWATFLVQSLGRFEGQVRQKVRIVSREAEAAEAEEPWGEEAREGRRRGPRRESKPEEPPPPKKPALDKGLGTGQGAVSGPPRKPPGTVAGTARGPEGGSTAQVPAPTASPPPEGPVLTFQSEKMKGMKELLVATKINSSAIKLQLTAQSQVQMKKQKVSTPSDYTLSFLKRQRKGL
MBNL1-CUG inh = MBNL1-poly(CUG) RNA binding inhibition; Q9NR56; TR-FRET MBNL1-His/biotin-(CUG)12 binding, 665/545 ratio; Potency, µM (top dose mostly 57.5 µM), inactives show at the highest dose activity change, negative = inhibition, hits mostly inhibitors; actives 0.036% (n = 280,000); active = well fitted inhibition curve with a large enough effect in the signal ratio, with a control signal flat, not every such curve was filed as active; inconclusive = small, poorly fitted or top-dose-only effect, or effect the other way, or a change in a side signal; inactive = no such curve, though single readings can be large or run the other way; the % refers to the signal ratio; also: potency is read from the fitted curve at half-maximal effect; % is scaled to controls: 0 for no effect and ±100 for the full control effect
Target sequence (Q9NR56 whole entry, looked up): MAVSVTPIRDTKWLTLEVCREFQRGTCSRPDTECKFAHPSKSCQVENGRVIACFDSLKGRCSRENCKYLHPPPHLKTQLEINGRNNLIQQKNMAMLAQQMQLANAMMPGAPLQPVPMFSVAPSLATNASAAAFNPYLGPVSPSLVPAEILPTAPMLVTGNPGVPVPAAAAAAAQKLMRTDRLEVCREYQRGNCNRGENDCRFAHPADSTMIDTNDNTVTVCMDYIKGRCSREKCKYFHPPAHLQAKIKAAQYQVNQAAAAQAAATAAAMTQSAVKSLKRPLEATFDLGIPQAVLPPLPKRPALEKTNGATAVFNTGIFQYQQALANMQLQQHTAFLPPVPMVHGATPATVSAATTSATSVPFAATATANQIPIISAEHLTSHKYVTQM
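His-tagged MBNL1 binding to biotinylated (CUG)12 RNA was measured by TR-FRET using terbium anti-His antibody (0.055 ng/ul final) and streptavidin-XL665 (5 nM final). Compounds were titrated 92 nM to 58 uM; 60 min at room temperature.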
A-T KAP1 phos = potential ataxia-telangiectasia treatments restoring KAP-1 phosphorylation | […] A-T fibroblasts, KAP-1 phosphorylation AlphaLISA; neocarzinostatin DNA damage 30 min before lysis | Potency, µM (series often up to 57.5 µM), for the others: at the highest dose activation, hits mostly activators | actives 0.19% (n = 320,000) | AID 485349; also: potency is read from the fitted curve at half-maximal effect; % of control where 0% means no effect; nearly all actives have a fitted effect of over 45% in size
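hTERT-immortalized A-T patient fibroblasts ([…]), 500 cells/well in OPTI-MEM, 1% FBS, got compounds for 60 min, then NCS for 30 min at 37C. Lysates were then assayed for phospho-KAP-1 by AlphaLISA (anti-pKAP1 donor, anti-KAP1 acceptor beads), 6 hr at 25C.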
MLL CXXC-DNA inh = blocks binding of human MLL CXXC domain to DNA. Q03164. MLL-CXXC / FITC-HOXA9 DNA fluorescence polarization. Potency, µM (doses to about 115 µM), inactives show top-dose activity change, negative = inhibition, hits mostly inhibitors. actives 0.037% (n = 290,000). AID 2662; active = well fitted inhibition curve with a large enough effect in the polarisation, with a control signal flat, not every such curve was filed as active; inconclusive = small, poorly fitted or top-dose-only effect, or effect the other way, or a change in a side signal; inactive = no such curve, though single readings can be large or run the other way; the % refers to the polarisation; also: potency is read from the fitted curve at half-maximal effect
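Steps: dispense CXXC domain solution (7 uM) → pin compounds or unlabeled HOX-A9 DNA control → 5 min ambient → add FLSN-HOX-A9 solution (50 nM) → spin → 30 min ambient → fluorescence polarization. Tris pH 7.5/NaCl/DTT/BSA buffer.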
S-ASM inh = inhibitors of human secretory acid sphingomyelinase; P17405; placental ASM, HMU-PC fluorogenic substrate, 60 min; Potency, µM (series often up to 57.5 µM), inactives show at the top dose activity change, negative = inhibition, usual class: inhibitors; actives 0.006% (n = 340,000); AID 504937; also: potency is read from the fitted curve at half-maximal effect
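Fluorogenic HMU-PC substrate (9 uM final) is turned over by placental ASM in 60 min at 37 C after a 10 min compound preincubation. Reaction ended by alkaline stop (pH 10), with fluorescence read at 386/447 nm.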
Mito fusion yeast = blocks mitochondrial division or promotes mitochondrial fusion; Potency, µM (highest dose often 46.1 µM), for the others: at the top dose growth rescue (activation), actives largely listed as activators; actives 0.23% (n = 320,000); S. cerevisiae fusion-defective mutant growth rescue, CellTiterGlo 48 h;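 also: potency is read from the fitted curve at half-maximal effect; % of control where 0% means no effect; nearly all actives have a fitted effect of over 45% in size; temperature-sensitive fusion mutants such as fzo1-1 at 37 °C on non-fermentable ethanol glycerol medium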
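Temperature-sensitive fusion-defective S. cerevisiae (e.g. fzo1-1, mgm1-5) were grown with compound in YPEG medium (3% ethanol, 3% glycerol) for 48 hours at 37C. Growth rescue was measured as viability by CellTiterGlo luminescence after 10 minutes at ambient.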
* hit, by the source's call; ? = inconclusive; nt = not tested or not shown; [ ] = dose if it differs, or a comment. Unless noted, calls follow the shape of the dose curve; as a rule, active = well fitted curve in the direction sought with a large enough effect; inconclusive = small, poorly fitted or top-dose-only effect, or another doubt; inactive = no such curve, though single readings can be large; an effect the other way counts as inactive or inconclusive.

SMILES	TCR activator	Integrin act MD	PTAP TSG101 blk	TSHR antagonist	Menin MLL FP TR	MBNL1-CUG inh	A-T KAP1 phos	MLL CXXC-DNA inh	S-ASM inh	Mito fusion yeast
O=C1CC(Nc2ccccc2)C(=O)N1Cc1ccccc1 (stereo not drawn)	2%	25%	1%	-10	nt	2%	-2%	1%	-2%	6%
Cc1cc(C(=O)COC(=O)c2ccc(N)cc2)c(C)n1-c1c(C)n(C)n(-c2ccccc2)c1=O	-1%	-4%	-3%	15	-9%	1%	-4%	?	4%	0%
COc1ccc(N2CCN(CCNC(=O)C3CC(=O)N(C4CCCC4)C3)CC2)cc1 (stereo not drawn)	-8%	23%	-3%	3	8%	-7%	1%	10%	3%	4%
COc1ccc([N+](=O)[O-])cc1NC(=O)C1C2C=CC(C2)C1C(=O)O (stereo not drawn)	0%	-6%	-3%	26	0%	?	-2%	12%	2%	3%
CCN(CCO)C(=S)Nc1cc(S(=O)(=O)N(C)C)ccc1C	-3%	23%	-1%	1	-1%	2%	3%	2%	-1%	0%
CN1CC2([N+](=O)[O-])CC=C(Oc3ccccc3)C([N+](=O)[O-])(C1)C2 (stereo not drawn)	-2%	-11%	-2%	nt	10%	-20%	nt	4%	-2%	4%
Cc1cc(Br)ccc1OCC(=O)N(Cc1nc(-c2ccccc2)no1)C(C)C	3%	-12%	-4%	-11	1%	0%	7%	2%	-14%	22%
C/C=C(/C)C(=O)O[C@@H]1Cc2c(ccc3ccc(=O)oc23)OC1(C)C	3%	30%	2%	-13	nt	nt	-1%	nt	1%	nt
COc1ccc(C(c2c[nH]c3ccccc23)c2c[nH]c3ccccc23)cc1O	nt	nt	nt	-2	?	5%	7%	-2%	nt	-2%
N#Cc1cccnc1N1CCN(C(=O)c2ccccc2)CC1	-2%	-35%	-11%	4	3%	-5%	-5%	-3%	6%	6%
Cn1c(=O)c2c(nc(SCc3ccc(C(=O)O)cc3)n2C)n(C)c1=O	4%	-4%	0%	-8	2%	-4%	3%	11%	1%	2%
CCn1c(SCC(=O)N2CCC(C(N)=O)(N3CCCCC3)CC2)nnc1-c1ccccc1	3%	-5%	1%	12	-4%	?	nt	5%	-1%	-2%
COc1ccc(NC(=O)c2cc(S(=O)(=O)N3CCCC3)oc2C)cc1	5%	-2%	-3%	17	nt	-9%	-1%	-6%	3%	-1%
COc1ccc(NC(=O)CN2C(=O)N(C)Cc3ccccc32)c(C)c1	0%	12%	-2%	2	-1%	2%	1%	-25%	0%	-6%
N=C(N)SCc1ccccc1Cl	4%[46.1 µM]	-39%	0%	-2	0%	-6%[11.5 µM]	1%	4%	2%	9%
CCC(=O)c1ccc(OCCN2CCOCC2)cc1	2%	2%	-4%	5	-18%	0%	-10%	7%	1%	4%
CC1CC(C)CN(c2cc3c(cc2[N+](=O)[O-])C(=O)N(c2ccccc2)C3=O)C1 (stereo not drawn)	-4%[46.1 µM]	7%	0%	-4	-6%	8%	6%	5%	0%	0%
CCOCCCn1c(SCC(=O)Nc2cccc(OC)c2)nc2ccccc2c1=O	0%	-8%	-8%	-12	0%	1%	4%	-6%	-2%	0%
O=C(COC(=O)c1ccc[nH]c1=O)NCC12CC3CC(CC(C3)C1)C2	3%	-18%	0%	-7	nt	nt	-2%	nt	-1%	4%
CCCn1c(SCC(=O)N(C)C2CCS(=O)(=O)C2)nc2sc3c(c2c1=O)CCC3 (stereo not drawn)	7%	-15%	2%	7	nt	nt	6%	nt	0%	nt
COc1ccc(Cl)cc1NC(=O)C1CCN(S(C)(=O)=O)CC1	2%	-7%	-1%	-3	28%	0%	-1%	1%	2%	2%
COc1ccc(CN(C(=O)CSc2nnc(-c3c[nH]c4ccccc34)o2)c2ccc(F)cc2)cc1OC	7%[46.1 µM]	-76%[inhibitor]	-6%	-43	-13%	5%	nt	-5%	-9%	?
CC(=O)c1c(C)[nH]c(C(=O)OCC(=O)NCCc2ccc(Cl)cc2)c1C	-4%	-3%	-1%	-18	-2%	3%	nt	-3%	-8%	5%
Cc1ccc(C)c(N2CCN(C(=O)Cc3ccc(-n4c(=O)[nH]c5ccsc5c4=O)cc3)CC2)c1	-1%[46.1 µM]	-13%	-2%	-11	-10%	nt	nt	3%	-4%	-3%
N#CNC(=Nc1cccc(F)c1)SCc1cccc(F)c1	6%[46.1 µM]	-17%	-9%	-5	-30%	2%	7%	7%	-1%	0%

Just TSHR antagonist, Mito fusion yeast and A-T KAP1 phos, for some of the entries so far:
SMILES | TSHR antagonist | Mito fusion yeast | A-T KAP1 phos
COc1ccc(Cl)cc1NC(=O)C1CCN(S(C)(=O)=O)CC1 | -3 | 2% | -1%
N=C(N)SCc1ccccc1Cl | -2 | 9% | 1%
Cc1cc(C(=O)COC(=O)c2ccc(N)cc2)c(C)n1-c1c(C)n(C)n(-c2ccccc2)c1=O | 15 | 0% | -4%
CC(=O)c1c(C)[nH]c(C(=O)OCC(=O)NCCc2ccc(Cl)cc2)c1C | -18 | 5% | nt

As entered above:
Entry for Cc1cc(Br)ccc1OCC(=O)N(Cc1nc(-c2ccccc2)no1)C(C)C under TCR activator: 3%
Entry for COc1ccc(Cl)cc1NC(=O)C1CCN(S(C)(=O)=O)CC1 under Menin MLL FP TR: 28%

Other results follow.
SMILES	TCR activator	Integrin act MD	PTAP TSG101 blk	TSHR antagonist	Menin MLL FP TR	MBNL1-CUG inh	A-T KAP1 phos	MLL CXXC-DNA inh	S-ASM inh	Mito fusion yeast
CC(=O)/C(N=Nc1cc2c(cc1[N+](=O)[O-])OCCO2)=C(\C)O	5%	3%	-3%	1	0%	12%	2%	1%	0%	-2%
O=C1OCCN1C(=O)[C@H]1[C@H](c2ccc(F)cc2)C(c2ccc(F)cc2)=NN1c1ccc(Br)cc1	-13%	0%	1%	0	?	-2%	32%	34%[activator]	nt	?
Cc1c(Br)c([N+](=O)[O-])nn1CC(=O)NC1CCCCCC1	6%	-73%[inhibitor]	-4%	8	2%	66%[activator]	5%	-4%	-2%	-8%
CCc1ccc(S(=O)(=O)NCc2cn3ccsc3n2)s1	-3%	-6%	-5%	-5	-3%	0%	5%	-6%	4%	1%
CC(C)(C)c1ccc(/C([O-])=C(/C(=S)NCc2ccco2)[n+]2ccccc2)cc1	nt	nt	nt	21	?	10%	3%	-4%	nt	-4%
COCCN(C(=O)COC(=O)Cc1coc2cc(C)ccc12)c1c(N)n(Cc2ccccc2)c(=O)[nH]c1=O	4%	4%	0%	8	nt	nt	1%	nt	0%	-7%
Cc1cc(C(=O)OCC(=O)NCc2cccs2)c2ccccc2n1	3%	1%	0%	-1	-1%	?	-1%	10%	1%	4%
O=C(OCC(=O)N1CCN(c2ccccc2)CC1)c1cccc([N+](=O)[O-])c1	5%	19%	-1%	-3	nt	nt	-6%	nt	-2%	1%
COc1ccc(S(=O)(=O)Nc2ccc(N3CCOCC3)nc2)cc1	-5%	5%	-5%	4	6%	-9%	-2%	-6%	0%	-2%
CCNc1ccc(S(=O)(=O)N(C)C)cc1NCC(=O)Nc1ccc(F)c(Cl)c1	1%[46.1 µM]	-46%[inhibitor]	0%	-23	?	-7%	-6%	-3%	-2%	-7%
O=[N+]([O-])c1ccc(-c2nc(Nc3cccc(O)c3)c3ccccc3n2)cc1	-1%	-38%	-2%	1	?	?	9%	6%	?	5%
Cc1cccc(C)c1N(CC(=O)N1CCN(c2ccccc2F)CC1)S(C)(=O)=O	3%	-8%	0%	3	-10%	-4%	-3%	4%	-1%	6%
CCN(c1ccccc1)S(=O)(=O)c1ccc(Cl)c(NC(=O)CSc2nncs2)c1	-8%[46.1 µM]	-23%	1%	17	1%	-5%	3%	5%	-1%	-1%
c1ccc(-c2nc(NC3CCCC3)c3ccccc3n2)cc1	5%	-18%	-3%	37	19%	143%[activator]	-6%	4%	-8%	-5%
CCOC(=O)c1c(NC(C)=O)sc2c(OCCN(CC)CC)c(Br)ccc12	-2%	0%	-4%	25	?	-17%	-5%[11.5 µM]	35µM*	-4%	-2%

These rows are one share of the data; count on the stated rates, not on these rows.
